ELG1 genotox = inducers of genotoxicity in HEK293T ELG1-luciferase cells; 330,000 compounds, 1.3% hits; AID 504466; HEK293T ELG1-luciferase reporter, luminescence, 16 h; Potency, µM (highest dose often 46 µM), without a hit: top-dose activity change, positive = activation, usual class: activators; further: % of control where 0% means no effect; nearly all actives have a fitted effect of over 60% in size
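Screening used a luciferase reporter fused to human ELG1 in HEK293T cells. Luminescence was read on a CCD plate imager after 16 hr exposure and 30 min ONE-Glo incubation.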
uPA surface inh = blocks generation of uPA at the cell surface. Potency, µM (highest dose often 38.3 µM), for inactives: top-dose activity change, negative = inhibition, most hits filed as inhibitors. cell surface uPA generation assay, qHTS. 330,000 compounds, 0.31% hits; active means well fitted inhibition curve with a large enough effect; inconclusive means small, poorly fitted or top-dose-only effect; inactive means no such curve, though single readings can be large or run the other way; tested in mouse RAW 264.7 cells; further: on the % scale 0 is the no-effect control and ±100 the full control effect; nearly all actives have a fitted effect of over 55% in size
MBNL1 CUG block = MBNL1-poly(CUG) RNA binding inhibition | Q9NR56 | TR-FRET MBNL1-His/biotin-(CUG)12 binding, 665/545 ratio | Potency, µM (doses to about 57.5 µM), without a hit: at the top dose activity change, negative = inhibition, hits mostly inhibitors | 280,000 compounds, 0.036% hits; active means well fitted inhibition curve with a large enough effect in the signal ratio, with a control signal flat, not every such curve was filed as active; inconclusive means small, poorly fitted or top-dose-only effect, or effect the other way, or a change in a side signal; inactive means no such curve, though single readings can be large or run the other way; the % refers to the signal ratio; further: on the % scale 0 is the no-effect control and ±100 the full control effect
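TR-FRET between His-tagged MBNL1 and biotin-(CUG)12 RNA, detected with Tb anti-His antibody (0.055 ng/ul) and streptavidin-XL665 (5 nM), 60 min at room temperature. Compounds titrated 92 nM to 58 uM; 665/545 nm ratio normalized to buffer and complex controls.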
Rab9 prom act = activators of Rab9 promoter | AID 485297 | 320,000 compounds, 2.8% hits | Potency, µM (doses to about 9.22 µM), for the others: at the top dose activation, negative = inhibition, actives largely listed as activators | Huh7 Rab9 promoter-luciferase reporter, luminescence, 24 h; further: % of control where 0% means no effect; nearly all actives have a fitted effect of over 60% in size
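Steps: seed 1500 Huh7 Rab9-luc cells per well, rest 2 h at 37 °C; add compound in DMSO; incubate 24 h; add luciferase reagent, 10 min ambient; read luminescence.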
NPC1 prom act = NPC1 promoter activation | Huh7 NPC1 promoter luciferase reporter, 24 h | Potency, µM (doses to about 9.22 µM), for the others: top-dose activation, hits mostly activators | 320,000 compounds, 2.4% hits;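 further: % of control where 0% means no effect; nearly all actives have a fitted effect of over 60% in size; reporter is driven by a mutant NPC1 promoter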
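Huh7 reporter cells (NPC1 promoter driving luciferase) are dosed with compound for 24 h at 37 °C, 5% CO2; luciferase detection reagent is then added and luminescence measured after 10 min at ambient temperature.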
RORgamma inh = inhibitors of mouse ROR gamma transcriptional activity; Drosophila S2 Gal4-RORgamma UAS-luciferase reporter, 20 h; Potency, µM (top dose mostly 53.6 µM), for inactives: at the top dose activity change, negative = inhibition, most hits filed as inhibitors; 310,000 compounds, 5.4% hits; AID 2551; further: on the % scale 0 is the no-effect control and ±100 the full control effect; nearly all actives have a fitted effect of over 60% in size
Target sequence (P51450 whole entry, looked up, the tested form may be a part): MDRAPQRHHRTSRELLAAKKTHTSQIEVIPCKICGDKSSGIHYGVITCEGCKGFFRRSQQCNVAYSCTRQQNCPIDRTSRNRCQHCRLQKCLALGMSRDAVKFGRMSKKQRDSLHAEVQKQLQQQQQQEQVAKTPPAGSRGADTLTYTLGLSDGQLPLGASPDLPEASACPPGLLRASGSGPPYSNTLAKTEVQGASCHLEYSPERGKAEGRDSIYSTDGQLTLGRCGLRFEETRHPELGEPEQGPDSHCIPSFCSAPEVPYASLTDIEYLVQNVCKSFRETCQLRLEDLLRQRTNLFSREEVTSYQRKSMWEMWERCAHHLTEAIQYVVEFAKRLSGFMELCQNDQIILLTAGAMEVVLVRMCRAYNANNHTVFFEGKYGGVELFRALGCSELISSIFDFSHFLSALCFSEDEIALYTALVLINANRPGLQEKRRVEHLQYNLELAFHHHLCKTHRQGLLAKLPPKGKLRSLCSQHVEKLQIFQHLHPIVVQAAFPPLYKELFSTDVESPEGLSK
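Using a luciferase readout, inhibitors were identified by reduced reporter activity in Drosophila cells coexpressing a copper-inducible Gal4–ROR gamma fusion and UAS-driven Photinus luciferase, incubated 20 hr after 700 uM copper sulfate.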
p53 reactivator = re-activators of mutant p53; H1299 p53-A138V BP100-luciferase reporter, luminescence, 24 h; Potency, µM (series often up to 92.2 µM), inactives show at the highest dose activity change, positive = activation, usual class: activators; 320,000 compounds, 0.063% hits; AID 504706; further: % of control where 0% means no effect; nearly all actives have a fitted effect of over 45% in size
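H1299 (p53-null), stable ts p53-A138V + BP100-Luc; 1000 cells/well, Opti-MEM/10% FBS; cpd 4 pt, 1:5; 24 h, 37 deg C, 5% CO2; detection reagent 10 min RT; luminescence.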
FLuc modulator = firefly luciferase modulation, counter-screen for miR-21 project | Potency, µM (series often up to 57.5 µM), for the others: at the highest dose activity change, negative = inhibition, most hits filed as inhibitors | P08659 | purified FLuc, Km substrates, luminescence inhibition | 360,000 compounds, 6.9% hits;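 further: plate controls were vehicle for no effect and reference inhibitor for full effect; nearly all actives have a fitted effect of over 55% in size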
Target sequence (P08659 whole entry, looked up): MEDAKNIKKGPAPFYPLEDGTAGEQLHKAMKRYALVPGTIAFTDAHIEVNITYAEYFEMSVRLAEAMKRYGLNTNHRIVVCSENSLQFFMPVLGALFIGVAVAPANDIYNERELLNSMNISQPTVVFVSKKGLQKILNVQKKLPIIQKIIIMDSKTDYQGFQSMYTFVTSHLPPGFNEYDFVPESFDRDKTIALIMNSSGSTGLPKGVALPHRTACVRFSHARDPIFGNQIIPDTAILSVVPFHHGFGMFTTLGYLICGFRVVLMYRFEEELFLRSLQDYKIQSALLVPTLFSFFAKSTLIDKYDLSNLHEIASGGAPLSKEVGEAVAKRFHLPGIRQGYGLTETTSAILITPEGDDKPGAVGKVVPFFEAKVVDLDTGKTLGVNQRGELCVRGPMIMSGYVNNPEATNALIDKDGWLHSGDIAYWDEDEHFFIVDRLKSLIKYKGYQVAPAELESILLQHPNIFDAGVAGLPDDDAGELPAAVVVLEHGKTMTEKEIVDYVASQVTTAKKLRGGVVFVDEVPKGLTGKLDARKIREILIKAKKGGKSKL
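Purified P. pyralis luciferase, 10 nM final, with Km-level 10 uM D-luciferin and 10 uM ATP in 50 mM Tris acetate pH 7.5, 10 mM Mg acetate, 0.01% Tween-20, 0.05% BSA; 6-point qHTS titration about 60 µM downward; luminescence read.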
BRCA1 expr up = activators of BRCA1 expression; MCF7-BRCA1-FFLuc reporter, luminescence, 48 h; response scale: scaled: vehicle 0%, 10 µM genistein 100%; Potency, µM (top dose mostly 46.1 µM), without a hit: top-dose activation, most hits filed as activators; 380,000 compounds, 1.1% hits; AID 624202; further: nearly all actives have a fitted effect of over 80% in size; some results filed as inactive show a strong effect at the top dose
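Activators of BRCA1 expression were detected as increased firefly luciferase luminescence in engineered MCF7 cells after 48 h compound incubation. Signals were scaled to genistein 10 microM as full activation.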
Gal4-VP16 FLuc = Gal4-VP16 reporter inhibition counter-screen. Drosophila S2 Gal4-VP16 UAS-luciferase, luminescence, 20 h. Potency, µM (series often up to 53.6 µM), inactives show at the highest dose activity, negative = inhibition, most hits filed as inhibitors. 310,000 compounds, 3.5% hits;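 further: Gal4-VP16 expression switched on by copper sulfate through the metallothionein promoter; on the % scale 0 is the no-effect control and ±100 the full control effect; nearly all actives have a fitted effect of over 50% in size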
* marks the source's active call; other numbers are inactive results; ? = inconclusive; . = no result given; & = joins results of further samples; [ ] = another dose, or the depositor's remark. Unless noted, the call rests on the fitted dose curve; in most records, active means well fitted curve in the direction sought with a large enough effect; inconclusive means small, poorly fitted or top-dose-only effect, or another doubt; inactive means no such curve, though single readings can be large; an effect the other way counts as inactive or inconclusive. Potency means the concentration at half of the fitted maximal effect.

The line under a structure holds: ELG1 genotox, uPA surface inh, MBNL1 CUG block, Rab9 prom act, NPC1 prom act, RORgamma inh, p53 reactivator, FLuc modulator, BRCA1 expr up, Gal4-VP16 FLuc
COc1ccc(NC(=O)NC2CCN(C(C)C)CC2)c(OC)c1
 : 1%, ., 7%, -2%, 0%, -21%, -3%, 2%, -5%, -10%
CN(C)CCCN(C(=O)CCc1ccccc1)c1nc2ccc(Cl)cc2s1
 : -5%, -4%, -1%, -5%, -6%, -23%, -27%, 2%, -74%, ?
Cc1[nH]c2ccccc2c1C(=O)COC(=O)Cn1c(C(F)(F)F)nc2ccccc21
 : 0%, 1%, 42%[activator], 1%, -3%, ?, 2%, 0%, -10%, 0%
CCCCC(=O)OCC(=O)Nc1ccc(OC(F)F)cc1
 : 1%, 1%, -7%, 8%, 0%, 2%, -2%, ?, -17%, -5%
COc1ccc2cc(C(=O)C3CCCN(C(=O)C4=NN(C)C(=O)CC4)C3)ccc2c1 (stereo not drawn)
 : -1%, -4%, 24%, 7%, 6%, 7%, -2%, -13%, 6%, 11%
COC(=O)C1=C(C)NC(=S)NC1c1ccc(OCC(=O)N2CCCCC2)c(OC)c1 (stereo not drawn)
 : 0%, -2%, -1%, -4%, 2%, 5%, -6%, 3%, 1%, 9%
Clc1cc(Cl)c(Cl)cc1Cl
 : 0%, 12%, ., 2%, -4%, 12%, 6%, 5%, 4%, -3%
Cc1cc(C(F)(F)F)nn1CC(=O)NNC(=S)Nc1ccc(F)cc1
 : 1%, 1%, 0%, -3%, 0%, 22%, -4%, 1%, 20%, 10%
CCCOc1ccc(C(=O)ON=C2CCN(C)CC2)cc1
 : -13%, -13%, -1%, 0%, -5%, 0%, 8%, 2%, 18%, -10%
CC(C)(C)C(=O)C(Cl)C(=O)Nc1ccccc1 (stereo not drawn)
 : 0%, ?, -2%, 0%, -5%, -19%, -14%, -15%, 2%, ?
CC(=O)c1csc(COc2ccc(Cl)cc2)n1
 : ?, -15%, ., 0.79µM*, 0.89µM*, ?, ?, 24µM*, ?, 14%
N#CC1=C(N)Oc2n[nH]c(-c3ccccc3)c2C1c1ccncc1 (stereo not drawn)
 : -7%, 0%, -2%, 2%, 14%, -19%, 4%, 2%, -1%, 4%
CCOC(=O)C1=C(C)NC(C)=C(C(=O)OCC)C1C(=O)OCC(=O)N1CCC(C)CC1
 : -3%&0%, 3%&5%, 3%, 5%, -2%, 6%, -8%&-4%, 2%, 3%&6%, -5%
Cc1cc(-c2c(C)n([O-])c(C)c(C)[n+]2=O)ccc1F
 : -2%, 2%, 9%, 15%, -1%, -4%, 1%, 0%, 24%, 7%
CC(/C=N/Nc1nc(C)cc(C)n1)=C\c1ccc(C(C)C)cc1
 : 2%, 1%, 5%[11.5 µM], 8%, -4%, 11µM*, ?, 19µM*, 9%, ?
CCOCCOCN(C#N)c1nc(OC)nc(N(C)C)n1
 : 0%, -1%, -7%, 1%, -2%, 9%, -1%, 0%, 1%, 1%
Cc1ccc(Cl)cc1NC(=O)CON=C(N)c1ccccc1
 : -1%, 3%, ., 2%, -1%, ., 1%, 0%, 1%, .
CCc1nnc(NC(=O)CCC(=O)N2CCN(Cc3ccc(C)cc3C)CC2)s1
 : -3%, 2%, -6%, -4%, 1%, 37%, -1%, 1%, 0%, -24%
Cc1c(Cl)cccc1NC(=S)NCC1COc2ccccc2O1 (stereo not drawn)
 : -7%, 3%, -1%, 1%, -1%, 6.3µM*, -5%, -9%, -13%, ?
O=[N+]([O-])c1c(Nc2ccc(O)cc2)cc(N2CCOCC2)c2nonc12
 : -4%, -23%, ?, -11%, -4%, 11%, -8%, -7%, -23%, -2%
Cc1ccc(NC(=S)NCc2ccccc2)cc1[N+](=O)[O-]
 : -2%, 6%, ?, 2%, -1%, ?, ?, -19%, 0%, ?
CN(Cc1ccccc1)C(=O)CCc1ccccc1
 : 0%, -2%, 1%, -10%, -1%, 25%, -2%, -11%, 3%, -2%
Cc1cccc(NC(=O)CSCC(=O)Nc2ccccc2N2CCCC2)c1
 : -1%, 2%, -1%, 15%, 0%, -4%, 19%, 0%, -30%, -15%
CCc1ccccc1NC1=NCC(=O)N1C1CCCC1
 : 5%, -14%, -4%, -3%, -1%, 15%, -3%, -1%, -11%, -2%
O=C(Oc1cc(Cl)cc(Cl)c1)c1cnc2n(c1=O)CCS2
 : -1%, -1%, -7%, -4%, -1%, 12%, -6%, -1%, -26%, 3%
Cc1ccc(C)c(NC(=S)N(C)C)c1
 : 0%, -1%, ., 2%, -4%, -18%, -1%, 2%, 3%, 3%
Cc1ccc(OC(C)C(=O)Nc2ncc(Cl)cc2Cl)c([N+](=O)[O-])n1 (stereo not drawn)
 : 0%, -2%, ., ., ., ., 6%, ., -10%, .
Cc1cc(Nc2c(C)n(C)n(-c3ccccc3)c2=O)n2c(nc3ccccc32)c1C#N
 : 3%, 7%, 7%, -1%, -4%, -19%, -4%, 5%, 1%, 8%
Cn1c(SC2CCCCC2=O)nnc1-c1ccccc1F (stereo not drawn)
 : 5%, -4%, -4%, -6%, 0%, 12%, 1%, 6%, 0%, 10%
Cc1ccc([N+](=O)[O-])cc1S(=O)(=O)Nc1ccc(O)c(Sc2ncn[nH]2)c1
 : 0%, -21%, ?, 1%, -1%, 1%, -4%, 4%, 0%, 2%
O=C(CN1CCC(n2nnc3cc(F)ccc32)CC1)NC1CC1
 : -3%, 7%, 2%, 0%, -8%, -3%, 23%, -1%, 5%, -3%
CN1CCN(CCCCOc2ccc(Br)cc2)CC1
 : -4%, 2%, 2%, 13%, 2%, -42%, ., -1%, 44%, 15%
O=C(Nc1nccs1)C1=COCCO1
 : 7%, 3%, ., ., ., ., 29%, ., 19%, .
Oc1c(Cl)cc(CN2CCOCC2)c2cccnc12
 : -6%, ?, ., -36%[inhibitor], -33%[inhibitor], ., -33%[inhibitor], ., -53%, .
Cn1c(N/N=C/c2cc3ccccc3nc2Cl)nc2ccccc21
 : ?, -8%, ?, 0.45µM*, 1µM*, 1.1µM*, 28%, 0.027µM*, -3%, 1.3µM*
COCCN(C(=O)c1ccc(N2CCCC2=O)cc1)c1c(N)n(Cc2ccccc2)c(=O)[nH]c1=O
 : 1%, 3%, ., 0%, -2%, ., 7%, -1%, 4%, .
CCOC(=O)c1cc(NC(=O)c2ccco2)ccc1N1CCOCC1
 : 0%, 0%, 6%, -12%, -6%, -1%, -3%, -2%, -30%, 0%
COc1ccc(C(=O)COC(=O)CNC(=O)C2CCCCC2)c(OC)c1
 : 4%, 2%, -25%, -1%, 7%, 23%, 3%, ?, -1%, -3%
Cc1ccc(C2C(=O)N(C3CCCC3)CC(=O)N2CC2COc3ccccc3O2)cc1 (stereo not drawn)
 : -2%, ., -4%, 0%, -6%, 4%, -4%, 0%, -28%, 2%
CCCCNC(=O)OC1CCS(=O)(=O)C1 (stereo not drawn)
 : 2%, 4%, 4%, -6%, -1%, -6%, 18%, 1%, 29%, 3%
O=C(NC1CCCCCC1)C1c2ccccc2C(=O)N1CCCN1CCOCC1 (stereo not drawn)
 : 0%, ., -12%, 3%, -1%, -2%, -8%, 0%, -11%, 1%
Cc1ccc(C)n1-c1ccc(-n2cnnn2)cc1
 : 7%, ., -11%, 3%, -5%, -14%, ?, -1%, 2%, -2%
Cc1cc(C)cc(NC(=O)C2CCN(S(=O)(=O)c3ccc4c(c3)NC(=O)C(C)S4)CC2)c1 (stereo not drawn)
 : -10%, -7%, -2%, 0%, -3%, 36%, -11%, 2%, -37%, -6%
Oc1ccc2ccccc2c1C=Nc1ccccc1-c1nc2ccccc2[nH]1
 : 3%, -11%, 10%, ?, ?, ?, ?, ?, -37%, ?
CC1(C)CC(=O)c2cnc(NCc3ccco3)nc2C1
 : 4%, 4%, -3%, 1%, -3%, 21%, -9%, -3%, 42%, 7%
Cc1[nH]nc2c1C(C(C)c1ccccc1)C(C#N)=C(N)O2 (stereo not drawn)
 : -11%, 0%, -8%, -2%, -4%, 11%, 1%, 3%, -3%, -12%
CCCn1c(SCC(=O)OCC)nc(C(F)(F)F)cc1=O
 : -2%, 1%, 2%, 1%, -4%, 2%, -4%, 0%, -21%, 7%
COCC(C)NCc1ccc(OC)c(Br)c1 (stereo not drawn)
 : 1%, 0%, -3%, -8%, -4%, -3%, -4%, -1%, 3%, -15%
Cc1ccc(C)c(NS(=O)(=O)c2ccccc2C)c1
 : -5%, 5%, -3%, -4%, -5%, -18%, 3%, 1%, -9%, -8%
CCCC(=O)O[C@H]1C[C@@H](C)N(C(=O)c2ccccc2)c2ccc(C)cc21
 : -6%, -1%, -3%, -1%, 0%, ?, -14%, -7%, -42%, ?
CC(NC(=O)c1ccco1)C(c1cccs1)N1CCN(c2ccc(F)cc2)CC1 (stereo not drawn)
 : -4%, -3%, -9%, 0%, 5%, 13%, -7%, 2%, -3%, ?
COc1ccc(-n2nc(C(=O)NCC(=O)NCCCN3CC(C)CC(C)C3)c3ccccc3c2=O)cc1OC (stereo not drawn)
 : -2%, -3%, ?, -6%, 1%, -17%, -6%, 1%, -4%, -2%

Just BRCA1 expr up and ELG1 genotox, for some of the entries so far:
compound,BRCA1 expr up,ELG1 genotox
Cc1[nH]nc2c1C(C(C)c1ccccc1)C(C#N)=C(N)O2 (stereo not drawn),-3%,-11%
CCCn1c(SCC(=O)OCC)nc(C(F)(F)F)cc1=O,-21%,-2%
